# Screens deposited in PubChem by National Center for Advancing Translational Sciences (NCATS).
# KB-V1 MDR tox = KB-V1 MDR subline cytotoxicity | KB-V1 MDR cells viability, CellTiter-Glo, 72 h | Potency, µM (top dose mostly 46.1 µM), for inactives: top-dose activity change, negative = cytotoxicity, actives largely listed as cytotoxic | 400,000 compounds, 3.4% hits; note: potency is the fitted concentration of half-maximal effect; % is set by controls: 0 for no effect and ±100 for the full control effect; nearly all actives have a fitted effect of over 60% in size
#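 Compound-treated KB-V1 multidrug-resistant cells, 72 h, 37 degrees C; viability by CellTiter-Glo. Fitted qHTS curves give the values.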
# D3 ag = D3 dopamine receptor (human) agonism; AID 652048; max activation, %; D3R DiscoveRx beta-arrestin cells, luminescence, 90 min; P35462; 410,000 compounds, 0.58% hits; in the data active = max activation above about 30%; note: 0% is about no effect; mostly tested at two doses, the higher about 12 µM
# Target sequence (P35462 whole entry, looked up): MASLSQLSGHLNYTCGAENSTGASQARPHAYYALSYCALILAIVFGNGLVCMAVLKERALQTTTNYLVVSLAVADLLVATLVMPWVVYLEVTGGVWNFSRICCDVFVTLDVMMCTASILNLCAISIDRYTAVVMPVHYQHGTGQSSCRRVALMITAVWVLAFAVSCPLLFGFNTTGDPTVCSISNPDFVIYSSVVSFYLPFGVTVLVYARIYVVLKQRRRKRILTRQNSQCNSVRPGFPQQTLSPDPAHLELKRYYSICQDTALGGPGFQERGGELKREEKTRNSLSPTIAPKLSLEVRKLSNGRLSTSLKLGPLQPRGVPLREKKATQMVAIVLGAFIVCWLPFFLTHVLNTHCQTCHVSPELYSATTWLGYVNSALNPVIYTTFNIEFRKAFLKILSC
#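 Agonist-mode cell screen: cells plated at 1500/well and incubated overnight at 37 °C, then exposed to library compounds for 90 min at 37 °C. Detection reagent was added for 30–60 min at room temperature, and luminescence was read.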
# GLP1R cytotox = cytotoxic in the GLP-1 receptor inverse agonist counter-screen; 410,000 compounds, 0.13% hits; AID 624418; Potency, µM (doses to about 38.3 µM), inactives show top-dose activity change, negative = inhibition, usual class: inhibitors; HEK293 cAMP-luciferase reporter cells, luminescence, 24 h;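 note: loss of luciferase light is scored as toxicity; potency is the fitted concentration of half-maximal effect; % is set by controls: 0 for no effect and ±100 for the full control effect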
#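 Cells in DMEM/10% Nu serum/1% pen-strep, 1536-well format. Pre-incubated 12 h, dosed with 23 nL compound, incubated a further 24 h. Luciferase detection, 12 min at room temp, luminescence.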
# IL1B secr inh = inflammasome signaling inhibition, IL-1 beta readout. THP-1 LPS/ATP IL-1B secretion, AlphaLISA, 16 h; stronger effect = lower value. AID 743279. 360,000 compounds, 4.7% hits. activity change, % at 57.5 µM; in the data active = activity change below about -50%; inconclusive = mostly about -30% to -49%; note: % is set by controls: 0 for no effect and ±100 for the full control effect
#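 THP-1 cells pretreated 1 hr with compounds (up to 57.5 uM final), then stimulated with LPS (250 ng/mL final) plus ATP (1.25 mM final); secreted IL-1B measured by AlphaLISA after 16 hr, decreased signal indicating inhibition.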
# MCF10A rereplic = DNA re-replication induction in MCF 10a cells; MCF 10A DNA re-replication, Hoechst nuclear intensity, 48 h; AID 624296; Potency, µM (doses to about 46.1 µM), without a hit: at the top dose activity, positive = re-replication, usual class: activators; 350,000 compounds, 2.9% hits; note: potency is the fitted concentration of half-maximal effect; % of control where 0% means no effect; nearly all actives have a fitted effect of over 50% in size
# SW480 rerep = induces DNA re-replication in SW480 colon adenocarcinoma cells; SW480 DNA re-replication, Hoechst DNA content imaging, 48 h; Potency, µM (series often up to 46.1 µM), inactives show at the top dose re-replication activation, hits mostly activators; 340,000 compounds, 1.8% hits; AID 624297; note: potency is the fitted concentration of half-maximal effect; % of control where 0% means no effect; nearly all actives have a fitted effect of over 55% in size
#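 Compounds, transferred as 23 nL by pin tool, were incubated with cells for 48 hr; DNA content per nucleus was then quantified by Hoechst staining and fluorescence plate imaging.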
# KB-3-1 cytotox = KB-3-1 parental cell cytotoxicity; KB-3-1 viability, CellTiter-Glo ATP luminescence, 72 h; Potency, µM (doses to about 46.1 µM), for the others: top-dose activity change, negative = cytotoxic, hits mostly cytotoxic; 400,000 compounds, 1.4% hits; AID 1347075; note: potency is the fitted concentration of half-maximal effect; % is set by controls: 0 for no effect and ±100 for the full control effect; nearly all actives have a fitted effect of over 60% in size
#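 Multi-concentration cytotoxicity screen in KB-3-1 cells grown in DMEM lacking phenol red with 10% FBS. After 72 h at 37 °C with compound, ATP-dependent luminescence was recorded.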
# HT1080NT lethal = kills 2HG-producing HT-1080-NT fibrosarcoma cells. HT-1080-NT fibrosarcoma viability, CellTiter-Glo ATP luminescence, 48 h. Potency, µM (top dose mostly 46.1 µM), for the others: top-dose activity, negative = less viability, usual class: cytotoxic. 360,000 compounds, 1.6% hits. AID 686970;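 note: NT is the 2HG producing partner of a matched IDH1 knockdown line; potency is the fitted concentration of half-maximal effect; 0% = DMSO-treated cells and -100% = media-only wells without cells; nearly all actives have a fitted effect of over 55% in size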
#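 Toxicity toward the 2HG-producing NT line was scored as %Activity, normalised to DMSO and no-cell wells, from CellTiter-Glo luminescence after 48 hours' treatment.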
# HT1080 IDH1KD tx = HT-1080 IDH1 knockdown cell toxicity (counter line) | 360,000 compounds, 2% hits | AID 686971 | Potency, µM (highest dose often 46.1 µM), inactives show top-dose activity, negative = toxicity, actives largely listed as cytotoxic | HT-1080 IDH1 knockdown viability, ATP luminescence, 48 h;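 note: potency is the fitted concentration of half-maximal effect; 0% = DMSO wells and -100% = cell-free medium wells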
#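 Viability of IDH1-knockdown HT-1080 fibrosarcoma cells was assessed by CellTiter-Glo after 48 h at 37 °C with titrated compound; concentration-effect curves were classified by fit quality and response size.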
# * hit, by the source's call; ? = inconclusive; / = no result given; & = joins results of further samples; [ ] = dose if it differs, or a comment. Unless noted, calls come from the whole dose curve; as a rule, active = well fitted curve in the direction sought with a large enough effect; inconclusive = small, poorly fitted or top-dose-only effect, or another doubt; inactive = no such curve, though single readings can be large; an effect the other way counts as inactive or inconclusive.
SMILES,KB-V1 MDR tox,D3 ag,GLP1R cytotox,IL1B secr inh,MCF10A rereplic,SW480 rerep,KB-3-1 cytotox,HT1080NT lethal,HT1080 IDH1KD tx
CC(=O)c1ccccc1NC(=O)COC(=O)/C=C/c1cccs1,2.6%,2.5,-6.3%,13.1,-2.4%,-3.2%,8.7%,2.3%,-1.1%
Cc1c(NS(=O)(=O)c2cc(C(=O)NCc3ccco3)cc(Cl)c2Cl)c(=O)n(-c2ccccc2)n1C,18.8%,-13.6,4.9%,-7.8,-18.5%,?,1.2%,3.7%,10.1%
Cc1cccc2nc(Cn3c(=O)n(-c4ccc(Cl)cc4)c(=O)c4c5c(sc43)CCC5)cc(=O)n12,?,-1.7,15.7%,/,/,/,4.5%,/,/
Cc1ccccc1-n1c(-c2ccco2)n[nH]c1=S,-9.0%,-4.9,19.5%[1.53 µM],23.6,-1.9%,-2.6%,-11.9%,2.1%,0.7%
COc1cccc(C(=O)Nc2cnc(NC(=O)c3ccco3)cc2C)c1,6.9%,2.4,-2.2%,-7.2,-0.9%[9.22 µM],-0.3%,9.5%,24.8%,13.1%
O=C(NNS(=O)(=O)c1ccc([N+](=O)[O-])cc1)c1cnn(-c2ccccc2)c1-n1cccc1,-3.5%,-1.7,6.0%,6.4,18.0%,-2.2%,2.0%,2.7%,6.0%
CCOC(=O)Nc1ccc(N2CCOCC2)c(S(=O)(=O)Nc2ccc(Cl)cc2)c1,?,-4.1,-10.4%,-28.0,?,20.6µM*,-26.7%,?,?
CN(C)C(=O)c1ccc2c(c1)N(CC(=O)NCc1ccc(F)cc1)C(=O)C1CCCCN21 (stereo unspecified),11.1%,7.5,-1.7%,/,/,/,12.4%,/,/
Cc1cc(C(=O)N2CCN(c3ncccn3)CC2)nn1C,2.8%,-0.1,-6.4%,10.5,-0.8%,4.1%,-5.2%,16.8%,0.8%
COc1ccc(OCCCn2ccnc2)cc1,22.5%,7.8,9.5%,5.5,3.2%,-3.3%,13.0%,12.4%,21.1%
O=S(=O)(Cc1c(F)cccc1Cl)c1ncn[nH]1,8.3%,-2.3,-14.5%,10.6,1.0%,6.7%,7.7%,9.7%,16.6%
Cc1c(C(=O)NCc2ccccc2Cl)cccc1-n1cnc2cccnc21,-0.4%,7.7,-4.1%,/,/,/,-2.6%,/,/
Cc1ccc([N+](=O)[O-])cc1S(=O)(=O)Nc1cccc(-c2ccc(N3CCCC3)nn2)c1,0.0%,-18.7,-3.8%,-0.3,?,-0.1%,3.8%,-7.6%,?
CCOC(=O)N1CCN(C(=O)C2CCN(C(=O)c3ccc(C(C)(C)C)cc3)CC2)CC1,-18.2%,11.5,3.5%,8.1,-0.9%,-4.7%,2.1%,2.5%,2.4%
COc1ccc(NC(=S)N2CCN(c3ccccc3)CC2)c(OC)c1,-3.5%,-15.5,-5.0%,?,-0.1%,0.2%,-8.1%,-0.6%,-3.3%
Cc1cccc(CS(=O)(=O)Cc2ccc(C(=O)NCCCN3CCOCC3)o2)c1,2.3%,2.3,-3.3%,7.8,4.3%,1.1%,15.7%,9.2%,0.9%
CCS(=O)(=O)c1ccc(OC)c(N=Nc2ccc(O)c3ncccc23)c1,?,3.3,-7.3%,40.1,-9.6%,?,?,?,8.2µM*
COc1ccc(Cc2nn[nH]n2)cc1,12.3%,0.8,-0.3%,-5.0,?,-3.0%,9.5%,25.1%,?
O=C(NCC(c1cccs1)N1CCOCC1)c1cc2ccccc2o1 (stereo unspecified),?,-2.8,-26.3%,27.7,2.6%,0.1%,0.0%,?,-8.7%
Cc1ccc(NC(=O)C(=O)NCC(c2cccnc2)N2CCN(Cc3ccccc3)CC2)cc1 (stereo unspecified),-0.7%,-11.0,1.1%,/,/,/,-28.3%,/,/

# Three entries from above, ordered by heavy-atom count, lowest first:
SMILES,KB-V1 MDR tox,D3 ag,GLP1R cytotox,IL1B secr inh,MCF10A rereplic,SW480 rerep,KB-3-1 cytotox,HT1080NT lethal,HT1080 IDH1KD tx
COc1ccc(OCCCn2ccnc2)cc1,22.5%,7.8,9.5%,5.5,3.2%,-3.3%,13.0%,12.4%,21.1%
COc1ccc(NC(=S)N2CCN(c3ccccc3)CC2)c(OC)c1,-3.5%,-15.5,-5.0%,?,-0.1%,0.2%,-8.1%,-0.6%,-3.3%
Cc1ccc([N+](=O)[O-])cc1S(=O)(=O)Nc1cccc(-c2ccc(N3CCCC3)nn2)c1,0.0%,-18.7,-3.8%,-0.3,?,-0.1%,3.8%,-7.6%,?

# (listing goes on)
SMILES,KB-V1 MDR tox,D3 ag,GLP1R cytotox,IL1B secr inh,MCF10A rereplic,SW480 rerep,KB-3-1 cytotox,HT1080NT lethal,HT1080 IDH1KD tx
O=C(CCCN1C(=O)/C(=C/c2ccccc2Cl)SC1=S)Nc1cccnc1,?,-6.6,?,?,?,?,?,-1.7%,-0.2%
NC(=O)c1ccc(NC(=O)CN2CCN(S(=O)(=O)c3ccc4c(c3)OCCO4)CC2)cc1,-0.3%,5.4,-13.4%,13.3,-2.0%,7.0%,-6.7%,-0.6%,-7.0%
NC(C(=O)O)C(c1ccccc1)C(F)F (stereo unspecified),-0.5%,-3.1,5.6%,-12.3,-3.1%,-25.8%,-2.2%,-4.3%,0.5%
COc1ccc(OC(C)C(=O)NCC2CCCO2)cc1 (stereo unspecified),4.4%,5.1,0.6%,13.1,-3.1%,-2.0%,-1.2%,7.5%,0.6%
NC1(N)OC(CN2C(=O)c3ccccc3C2=O)CS1 (stereo unspecified),-14.1%,3.5,10.4%,-28.6,1.1%,?,-12.7%,-2.8%,-0.3%
O=C(C1CCCN(S(=O)(=O)c2cccc3nsnc23)C1)N1CCN(c2ccccn2)CC1 (stereo unspecified),?,-0.4,-11.0%,-11.1,?,-1.7%,-23.2%,1.9%,-0.6%
CC(=O)C[C@H](O)CC(=O)[C@@H]1OC(=O)CCCCCCc2ccccc21,-3.4%,-9.2,12.3%,24.0,5.4%,-5.5%,2.8%,3.3%,16.3%
C=CCNC(=O)c1ccc2c3n(nc2c1)-c1ccc(C)cc1CO3,0.0%,0.0,-7.6%,-19.4,-4.9%,-8.8%,-3.4%,-4.1%,-1.1%
Cc1ccc2[nH]c(C)c(CCNC(=O)c3c(N)no[n+]3[O-])c2c1,?,-2.2,-1.0%,4.2,15.5%,-9.0%,?,-27.6%,-25.3%
COc1ccc(NC(=O)CCS(=O)(=O)c2ccc(Br)s2)cc1,12.8%,-0.8,-36.5%,27.1,-0.3%,6.9%,-17.4%,-8.9%,-13.8%
Cc1cc(NC(=O)c2ccccc2F)on1,9.3%,-2.8,-10.7%,-3.1,2.5%,20.6µM*,8.3%,1.2%,11.1%
Cc1cc2nn(-c3ccc(Cl)cc3)nc2cc1NC(=O)C(C)C,9.3%,-3.6,6.1%,/,/,/,12.3%,/,/
O=C1NC[C@@H](c2ccccc2)OC(=O)[C@@H](Cc2ccc(F)cc2)C/C=C\C[C@@H]1CC(=O)N(CCO)Cc1ccccc1,-24.3%,-28.8,4.1%,-13.7,?,-11.8%,?,11.3%,-0.5%
CCCc1cc2c(=O)c(-c3nc4ccccc4s3)c(COCC(=O)O)oc2cc1O,6.2%,8.5,-8.1%,52.7,23.1µM*,?,8.6%,3.3%,2.5%
CC(=O)Nc1ccc(NC(=O)CSc2nnc(NC(=O)c3ccc(Br)o3)s2)cc1,?,-1.3,-10.0%,122.3,-1.8%,-0.9%,?,-17.5%,-20.1%
Nc1ccc(O)cc1C(=O)OCC(=O)C12CC3CC(CC(C3)C1)C2,-10.6%,0.4,28.8%,?,?,?,-2.7%,-12.7%,5.3%[9.24 µM]
Cc1cc(Cl)ccc1OCC(=O)OCC(=O)NCCNC(=O)COC(=O)COc1ccc(Cl)cc1C,15.9%,13.9,4.7%,8.4,7.1%,3.9%,5.0%,-6.3%,-1.2%
COC(=O)[C@@]12CCCCN1[C@H](c1ccc(SC3CCCCC3)cc1)[C@@H]1C(=O)N(C)C(=O)[C@@H]12,-10.5%,-2.4,9.7%,0.0,17.0%,-10.1%,8.9%,2.8%,4.8%
O=C1NC(c2cn(-c3ccccc3)nc2-c2cccs2)C(C(=O)c2cccnc2)C(O)(C(F)(F)F)N1 (stereo unspecified),?,3.8,-17.9%,-8.8,1.9%,-0.8%,7.8%,-6.2%,-4.2%
O=C(Nc1ccccc1)/C(=C\c1ccc(F)cc1)NC(=O)c1ccco1,2.9%,2.9,4.1%,0.8,/,/,3.3%,12.0%,12.8%
Cc1nn2c(-c3cccc(NC(=O)CN4CCOCC4)c3)nnc2c2ccccc12,?,2.6,-21.8%,/,4.0%,10.5%,-1.6%,-21.9%,-18.1%
O=C(O)CSc1nnc(-c2ccccc2)c(-c2ccccc2)n1,-7.4%,0.9,-12.5%,-7.0,19.2%,18.6%,-0.2%,3.4%,0.2%
O=C(CN1C(=O)C2CCCCC2C1=O)Nc1ccccc1N1CCCC1 (stereo unspecified),2.9%,-5.1,-0.8%,38.8,-18.3%,-241.7%[inhibitor],2.4%,9.2%,-1.4%
COC(=O)NNC(=O)C1CCC(C)CC1 (stereo unspecified),26.4%&-4.1%,12.3&-5.4,0.7%,-7.7,-1.2%,-1.9%,3.5%&-8.9%,-5.0%,-7.0%
O=c1[nH]c(SCc2ccccc2Cl)nc2c1cnn2-c1ccccc1,24.2%,0.2,1.8%,11.9,?,-9.0%,-12.3%,10.2%,3.8%
O=C(OCC(=O)N1CCCc2ccccc21)c1cc(S(=O)(=O)N2CCOCC2)ccc1Cl,-9.5%,-2.8,2.7%,-1.3,4.8%,-173.6%[inhibitor],-9.3%,0.4%,4.6%
O=C(Nc1cccnc1)c1cc(Cl)ccc1Cl,5.0%,-5.2,18.2%,-60.5*,-0.8%,?,17.0%,1.7%,-5.0%
O=C(NCCCN1CCN(c2ccc(F)cc2)CC1)Nc1ccc([N+](=O)[O-])cc1,-3.2%,-8.3,2.3%,-22.3,2.4%,-4.1%,0.0%,?,-25.4%
